# FAS TE block = FAS thioesterase (human) inhibition | P49327 | recombinant FAS-TE, OMFH fluorogenic substrate, fluorescence endpoint | inhibition, % at 15 µM | actives 0.67% (n = 360,000) | AID 602261;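 active = compounds whose normalised, plate-corrected inhibition of enzyme fluorescence in the single-dose primary screen is 50% or more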;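 note: 0% = DMSO with enzyme and 100% = substrate without enzyme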
# bovine MsrA act = activates bovine MsrA enzyme; purified bovine MsrA, absorbance read-out; activation, % at 10.6 µM; actives 0.3% (n = 360,000); in the data active = activation above about 7.5%;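 note: 0% = vehicle and 100% = reference activator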
# MsrA inhibitor = bovine MsrA inhibition. purified bovine MsrA, absorbance read-out. inhibition, % at 15.5 µM. actives 0.75% (n = 360,000). AID 651718; in the data active = inhibition above about 4.5%;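 note: 0% = vehicle wells with enzyme and 100% = reference inhibitor wells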
# E coli Lon inh = inhibits E. coli Lon protease. AID 602123. actives 0.42% (n = 360,000). inhibition, % at 7.94 µM. P0A9M0. purified E. coli Lon protease, fluorescence polarization; in the data active = inhibition above about 13%, passing the limit was not always enough;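 note: 0% = enzyme with probe and DMSO and 100% = no enzyme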
# NRP1-CendR mod = NRP-1/CendR interaction modulation; O14786; FAM-RPARPAR peptide binding to NRP-1, fluorescence polarization; inhibition, % at 25 µM; actives 0.85% (n = 360,000);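 active = inhibition or corrected inhibition above about 18%, plus a signal ratio from 0.5 to 1.5, limit read from the data, passing the limit was not always enough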; note: strong numbers were not always called active
# MT1-MMP act inh = blocks activation of human MT1-MMP | P50281 | HT1080 RFP-PRO-GFP cells, GFP/RFP ratio fluorescence, overnight; percent of plate control window, DMSO zero | GFP/RFP ratio change, % at 20 µM | actives 0.061% (n = 360,000) | AID 651647;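 active = GFP/RFP ratio change of at least 30% with cell ATP level not reduced by more than half and red fluorescence within 50% of control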; note: strong numbers were not always called active
#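 Test system: HT1080 RFP-PRO-GFP cells; Benchmarks: DMSO and RFP-L50D-GFP cell wells; Timing: cells overnight before dosing, compound overnight, 37 °C, 5% CO2; Compound: one 20 µM compound dose with 1% DMSO; Read-out: GFP/RFP fluorescence ratio.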
# SKN-1 block = C. elegans SKN-1 inhibition | inhibition, % at 21.8 µM | AID 624304 | C. elegans VP596 Pgst-4::GFP/RFP ratio, acrylamide-induced, 24 h | actives 0.49% (n = 360,000);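 active = interference check ratio from 0.5 to 1.5 plus GFP to RFP signal ratio inhibition reaching or exceeding a fixed threshold, cut at about 30% in these data, passing the limit was not always enough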; note: some compounds called inactive have numbers as strong as hits
# Tb MetRS inh = Trypanosoma brucei MetRS inhibition; purified T. brucei MetRS, ATP depletion, Kinase-Glo luminescence; inhibition, % at 11.9 µM; actives 0.4% (n = 360,000);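 active = inhibition above a per-plate cutoff of the control wells' mean inhibition plus 3 SD, cut at about 5.5% in these data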;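 note: 0% = DMSO wells median and 100% = median of wells with control inhibitor compound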
#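 Measured by: Kinase-Glo luciferase luminescence reporting remaining unconsumed ATP. Material: purified T. brucei MetRS enzyme. Doses: 11.9 µM compound single dose, 0.9% DMSO. Medium: HEPES buffer containing pyrophosphatase, BSA, spermine, DTT. Times: 15 min preincubation, 2 h reaction, all 25 °C. Reagent: methionine, ATP and bulk E. coli tRNA.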
# PABP1 MLLE inh = inhibitors of microRNA-mediated deadenylation, human PABP1 MLLE binding; P11940; GST-MLLE / FITC-PAM2 fluorescence polarization; inhibition, % at 20 µM; actives 0.36% (n = 360,000); AID 588489; in the data active = inhibition above about 35%, passing the limit was not always enough;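 note: plate controls were DMSO wells with GST-MLLE for no effect and wells lacking GST-MLLE protein for full effect; some results filed as inactive read as strong as hits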
# An asterisk follows results filed as active; . = not tested or not shown.
# Results follow in this order: FAS TE block	bovine MsrA act	MsrA inhibitor	E coli Lon inh	NRP1-CendR mod	MT1-MMP act inh	SKN-1 block	Tb MetRS inh	PABP1 MLLE inh
O=C1CCCN1CCC1CCN(C2CC(=O)N(Cc3ccc(N4CCCC4=O)cc3)C2=O)CC1 (stereo not given)
  -10	-13	0.0	7	9	3	-5	-1.3	12
O=C(/C(=N/O)n1cncn1)c1ccccc1Cl
  -3	-3	1.1	-1	12	0	13	1.1	-9
Cc1ccc(Nc2ncnc3ccccc23)cc1
  -1	-9	3.1	-2	8	3	8	-0.5	-10
COc1ccc(CCNc2nc(C)cc(=O)[nH]2)cc1OC
  -6	-1	1.2	1	-1	3	0	-0.4	23
CCOc1ccc(S(=O)(=O)NCCOC)cc1C
  -4	-2	-1.2	1	2	2	3	0.3	-2
CCCCn1c(N)c(N(CC)C(=O)C(c2ccccc2)c2ccccc2)c(=O)[nH]c1=O
  -6	-1	0.9	-9	1	1	0	-0.2	-2
COC(=O)c1nn(-c2ccc(Oc3ccccc3)cc2)c(=O)cc1O
  2	-6	0.3	-8	-1	3	7	-0.1	2
COc1ccc(Cn2c(C3CC3)nc3ccc(NC(=O)c4ccco4)cc3c2=O)cc1
  14	-1	1.5	-18	-2	5	26	0.1	-10
Cc1ccc(CCNS(=O)(=O)c2ccc(C)cc2)cc1
  2	-12	-0.9	3	7	7	-8	-1.6	11
O=C(C1=C[C@H](c2coc3ccccc3c2=O)C[C@H](OCc2ccc(CO)cc2)O1)N1CCN(Cc2ccccc2)CC1
  0	-1	.	-2	2	-2	9	-0.4	-5
COC(=O)CC1=C(c2ccc([N+](=O)[O-])cc2)CCC1=O
  12	4	0.4	9	15	-1	-23	-0.2	24
Cc1onc(-c2ccccc2Cl)c1C(=O)N1CCCC1
  -3	0	-1.0	-4	-12	-1	15	0.5	11
Cc1[nH]c(=O)[nH]c(=O)c1S(=O)(=O)N1CCCC(C(=O)N2CCN(c3cccc(C(F)(F)F)c3)CC2)C1 (stereo not given)
  -6	-3	0.5	-10	10	1	2	-0.5	8
CCCNc1ncnc2nc[nH]c12
  0	0	0.2	6	-9	2	-1	-0.3	4
c1ccc(Cn2c(-c3ccccc3)nc3nc4ccccc4nc32)cc1
  21	-5	0.3	-6	-4	-3	8	-0.5	-7
COc1cc2sc(C)nc2cc1C
  -10	-2	-0.2	4	2	-5	-3	-0.8	-4
CC(c1nnc(SCC(=O)NC(=O)NCc2ccco2)n1-c1ccc(Cl)cc1)N(C)C (stereo not given)
  -4	-1	-0.3	1	-9	-2	12	0.4	-62
COc1ccc(-c2cc3ncccc3cn2)cc1
  -9	-1	1.0	10	12	5	21	-0.4	5
CCCN(CCC)C(=O)CSc1nc2ccccc2c(=O)n1CC1COc2ccccc2O1 (stereo not given)
  24	-15	0.0	-4	6	-4	-36	-1.8	5
CN(CC(=O)Nc1cccc(F)c1)C(=O)c1ccccc1Sc1ccccc1C#N
  6	-2	-0.4	4	-122	2	-1	-0.1	5
CC(C)c1ccc(NC(=O)c2n[nH]c(=O)c3ccccc23)cc1
  -10	-3	-0.3	-5	8	1	3	0.7	-5
CC1(c2ccc3ccccc3c2)NC(=O)N(CC(=O)O)C1=O (stereo not given)
  -7	-2	2.3	-7	-6	2	-7	-1.1	2
O=C(NCc1ccc(F)cc1)C1(S(=O)(=O)c2ccc(Cl)cc2)CC1
  -2	-3	-0.4	2	9	-1	1	0.0	1
CCOc1ccc(C(=O)N2CCc3ccccc32)cc1
  0	-2	-1.1	3	7	-1	8	-0.8	-2
O=C(CCc1nnc(C2(c3ccc(Cl)cc3)CCC2)o1)N1CCCC1
  -5	-4	-1.5	1	5	-2	-20	-0.7	5
C=C(C)Cn1c(CCCNC(=O)CC)nc2ccccc21
  -2	-2	1.9	4	6	-2	4	0.1	-8
COCCCNc1nc(-c2ccc(Cl)cc2)nc2ccccc12
  37	-1	-0.7	-3	0	1	2	-0.1	6
C#CCSc1nnc(-c2cccc3ccccc23)o1
  14	-10	3.7	2	-7	6	82*	-1.2	-113
O=C(CN(C(=O)CCC(=O)Nc1nccs1)c1ccc2c(c1)OCO2)NCc1ccccc1
  6	1	0.7	-3	7	1	-1	-0.7	-8
COc1ccc(CC2(c3ccccc3)NC(=O)NC2=O)cc1 (stereo not given)
  -6	-7	-0.7	-8	15	1	2	-0.2	-33
O=C(c1cc(S(=O)(=O)N2CCOCC2)c(Cl)cc1Cl)N1CCCCC1
  -6	-8	-0.6	-1	14	0	7	-0.8	8
COC(=O)[C@H](Cc1ccccc1)NC(=O)Nc1ccc(OC)cc1
  -6	-2	1.6	8	-6	1	12	-0.4	12
O=S(=O)(Nc1ncccn1)c1ccc(NC(=S)Nc2ccccc2Cl)cc1
  -5	-7	2.0	-1	1	5	-10	0.8	22
O=C1C(=O)N(Cc2cccnc2)C(c2ccccn2)/C1=C(/O)c1ccc(Br)cc1 (stereo not given)
  -4	-2	3.5	-5	-12	3	13	-0.1	-10
O=C(CCCNS(=O)(=O)c1cccc2nsnc12)NCc1ccc(F)cc1
  -4	-4	-0.3	-4	5	3	-2	-1.3	0
CCOC(=O)c1c(-c2ccc(OC)cc2)csc1NC(=O)CSc1nnc(C)c(=O)[nH]1
  -5	-3	-0.6	-2	-5	-2	14	0.4	-9
Nc1ccc(C(=O)OCC(=O)Nc2cccc(S(=O)(=O)NC3=NCCCCC3)c2)cc1[N+](=O)[O-]
  -1	-7	1.5	10	-5	-2	14	0.8	8
CCC(C(=O)NC1CCCC1)N(Cc1ccccc1Cl)C(=O)c1snc(C(N)=O)c1N (stereo not given)
  5	-7	0.4	-1	5	-1	6	-1.1	17
Cc1ccc(C)c(CN2C(=O)COc3ccccc32)c1
  12	-2	-0.5	7	-4	1	1	-0.6	3
Cc1ccc(S(=O)(=O)N2CC(O)CC2C(=O)OCC(=O)Nc2ccc([N+](=O)[O-])cc2C(F)(F)F)cc1C (stereo not given)
  18	-3	-0.3	11	7	0	7	-0.2	-11
CCn1c(SCC(=O)OCc2ccccc2)nc2c1c(=O)n(C)c(=O)n2C
  -7	-14	-1.1	-2	5	-4	-6	-1.5	32
CCN(CC(=O)Nc1ccc(NC(C)=O)cc1)C(=O)C1(c2ccccc2)CC1
  -10	-1	0.2	-9	0	-4	-7	-0.2	1
CC1CC(C)CN(C(=O)COC(=O)c2cc3ccccc3oc2=O)C1 (stereo not given)
  -8	-5	2.3	-15	10	4	3	-0.1	15
COc1ccc(OC(C)C(=O)N2CCc3ccccc3C2)cc1 (stereo not given)
  0	2	-1.2	1	0	0	-29	-0.8	-1
CC(C)(C)C(=O)NC1CCN(S(=O)(=O)c2ccccc2F)CC1
  -6	-1	0.0	-14	8	3	-21	-0.5	-1
CC(C)(C)NC(=O)c1oc2ccccc2c1COc1ccccc1
  20	-3	-0.7	-3	-4	-3	9	-0.6	3
COc1cccc(C(=O)/C(C#N)=N/Nc2cccc(-c3ccnc(C)n3)c2)c1
  -3	-7	3.8	9	7	-6	-10	-0.7	-15
C=CCN(CC=C)C(=O)COn1nnc2ccc(S(=O)(=O)N3CCOCC3)cc21
  -3	-1	0.4	-2	12	1	-2	-0.3	1
CC(C)n1cc(CN2CCC(n3nccc3NC(=O)Cc3ccccc3)CC2)cn1
  -4	-1	1.1	-4	3	-5	7	0.5	14
Cc1cc(Cl)ccc1C(=O)C1CCCN(C(=O)c2nonc2C)C1 (stereo not given)
  15	-3	-0.3	-8	-3	3	-6	-0.2	2
O=C(Nc1ccc(Cl)cc1)Nc1nc(-c2ccccc2)cs1
  0	-3	-0.7	-1	1	2	2	-0.3	17
CCOc1ccc(S(=O)(=O)NCCSCc2ccco2)cc1
  0	-2	-0.1	1	2	-4	-5	-0.3	33
COCCNc1cc(N)c([N+](=O)[O-])cc1[N+](=O)[O-]
  -6	-6	4.2	-5	12	3	18	0.0	-1
COC(=O)C1=C(CS(=O)(=O)c2cc(Cl)ccc2OC)NC(=O)NC1c1ccc(O)c(OC)c1 (stereo not given)
  5	-4	-0.1	9	-8	-1	-12	-0.1	8
COc1cccc(CN(C)CC2CCCN(CCc3ccc(Cl)cc3)C2)c1OC (stereo not given)
  -2	0	1.4	3	4	1	9	-0.2	4
NC(=O)CSc1oc(-c2ccco2)nc1S(=O)(=O)c1ccc(Cl)cc1
  2	-1	.	-2	-5	-5	7	-0.3	-159
COc1ccc(CCN2C(=NC(=O)CC(C)C)SC3CS(=O)(=O)CC32)cc1 (stereo not given)
  -2	-3	-1.2	5	-2	2	0	-0.8	-6
CCOC(=O)c1nnn2c1nc(N1CCN(c3ccccc3)CC1)c1ccccc12
  20	-2	-2.0	-10	-9	6	-1	0.2	0
O=C(CNS(=O)(=O)c1ccc2ccccc2c1)OCc1csc(-c2ccccc2)n1
  18	-1	2.4	-7	-2	1	8	0.3	-64
COc1ccccc1NC(=O)C(C)Sc1nnnn1C (stereo not given)
  -9	-3	-1.7	-1	3	5	6	0.0	-7

# Going on with the list.
# Results follow in this order: FAS TE block	bovine MsrA act	MsrA inhibitor	E coli Lon inh	NRP1-CendR mod	MT1-MMP act inh	SKN-1 block	Tb MetRS inh	PABP1 MLLE inh
COc1cc2c(cc1OC)C(c1cccc(Cl)c1)CC(=O)N2 (stereo not given)
  4	-2	-1.4	-5	-1	0	10	-1.6	2
C[C@H]1CN([C@@H](C)CO)C(=O)CCCn2cc(nn2)CO[C@@H]1CN(C)C(=O)CCC(F)(F)F
  -8	0	-1.2	2	-5	2	16	0.4	6
CCn1c(SCC(=O)OC2CCCCC2)nnc1-c1ccncc1
  -8	-6	1.0	-7	1	2	-2	-0.8	-8
Cc1nc2nc(C)c(CCC(=O)NCc3ccc4c(c3)OCO4)c(C)n2n1
  -7	-4	0.5	-4	13	1	1	-0.4	9
Cc1ccccc1N=Nc1c(O)n(C)c2ccccc12
  -6	-11	-0.2	3	-13	2	-6	-1.0	19
CCc1nnc(NC(=O)CCN2C(=O)c3ccccc3S2(=O)=O)s1
  -5	-1	-0.5	-2	5	2	9	-0.1	6
COc1cccc2c1Oc1ncccc1N(C(=O)CCC(=O)NCc1ccc(C)cc1)C2
  -7	-2	-1.5	-4	-5	2	3	-0.5	-5
CC1=NN(c2cccc(C(=O)O)c2)C(=O)/C1=C\C=C/c1ccccc1
  -5	-14	1.5	5	-74	7	5	-1.7	10
COc1ccccc1NC(=O)CN1CCN(C(=O)c2ccco2)CC1
  -8	-6	0.1	-3	4	3	13	-2.3	0

# Quoted at random: 3 records from the list
# Results follow in this order: FAS TE block	bovine MsrA act	MsrA inhibitor	E coli Lon inh	NRP1-CendR mod	MT1-MMP act inh	SKN-1 block	Tb MetRS inh	PABP1 MLLE inh
CCn1c(SCC(=O)OC2CCCCC2)nnc1-c1ccncc1
  -8	-6	1.0	-7	1	2	-2	-0.8	-8
CC1=NN(c2cccc(C(=O)O)c2)C(=O)/C1=C\C=C/c1ccccc1
  -5	-14	1.5	5	-74	7	5	-1.7	10
Cc1nc2nc(C)c(CCC(=O)NCc3ccc4c(c3)OCO4)c(C)n2n1
  -7	-4	0.5	-4	13	1	1	-0.4	9
